Source: PubChem BioAssay
PPARg SRC1 recr = PPARgamma-driven SRC-1 recruitment agonism. activation, % at 8 µM. P37231. AID 631. PPARgamma-SRC-1 coactivator recruitment biochemical assay. 0.41% of 200,000 active; in the data active means activation above about 19%;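 further: 0% = DMSO and 100% = reference agonist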
TNAP act hi DEA = TNAP (human) activation, high acceptor; P05186; purified TNAP, CDP-star luminescence, 1 M DEA, 30 min; active compounds read high; 0 = EDTA background, 1 = DMSO-only activity; activation factor at 20 µM; 200,000 tested, under 10 active;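 active means activation factor at least 2 at 20 µM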
Target sequence (P05186 whole entry, looked up): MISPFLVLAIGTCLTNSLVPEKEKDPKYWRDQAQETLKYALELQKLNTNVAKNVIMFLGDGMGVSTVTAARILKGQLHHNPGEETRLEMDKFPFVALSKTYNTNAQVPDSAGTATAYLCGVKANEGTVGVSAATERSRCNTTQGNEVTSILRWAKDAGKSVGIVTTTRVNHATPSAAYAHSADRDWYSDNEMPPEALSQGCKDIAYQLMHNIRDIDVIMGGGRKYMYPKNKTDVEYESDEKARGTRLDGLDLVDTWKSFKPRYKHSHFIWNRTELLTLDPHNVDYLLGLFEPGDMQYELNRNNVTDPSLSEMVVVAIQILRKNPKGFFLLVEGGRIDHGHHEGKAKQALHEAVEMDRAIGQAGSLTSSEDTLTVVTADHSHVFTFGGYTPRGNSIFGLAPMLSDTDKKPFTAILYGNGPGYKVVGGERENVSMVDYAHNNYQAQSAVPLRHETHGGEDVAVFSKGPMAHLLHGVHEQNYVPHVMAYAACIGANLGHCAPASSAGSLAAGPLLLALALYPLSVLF
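Control set: EDTA negative control, DMSO positive control / Assay system: human TNAP / Quantity: TNAP 1/800 final / Evaluation: TNAP activation factor scaled between EDTA and DMSO control wells / Measured by: luminescent substrate turnover signal / Compound dosing: one dose, 20 µM / Times: 30 min enzyme reaction at room temperature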
PPARg SRC3 recr = agonists of human PPARgamma SRC-3 coactivator recruitment | P37231 | biochemical PPARgamma/SRC-3 coactivator recruitment assay | activation, % at 8 µM | 0.26% of 200,000 active | AID 731; in the data active means activation above about 23%;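 further: 0% = DMSO and 100% = reference agonist; some compounds past the cut are filed as inactive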
STAT1 inh = inhibitors of IFN-gamma induced STAT1 signaling. NIH 3T3 STAT1-luciferase reporter, luminescence. inhibition, % at 5.5 µM. 0.35% of 200,000 active. AID 920;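 active means inhibition above a set limit, the mean inhibition across all tested compounds plus 3 SD, cut at about 34% in these data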;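 further: 0% = IFN-gamma with DMSO and 100% = IFN-gamma with 300 µM nifuroxazide; values of inactives mirror those of a sister screen read the other way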
STAT3 inh = inhibitors of IL-6 induced STAT3 signaling; U3A cells, IL-6 STAT3-luciferase reporter, luminescence; host cell line lacks STAT1; 0.89% of 190,000 active; inhibition, % at 5.5 µM;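 active means inhibition above the mean inhibition across all screened compounds plus 3 SD, cut at about 44% in these data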;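 further: 0% = DMSO only wells and 100% = 100 µM nifuroxazide control wells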
bIAP inh = blocks bovine intestinal alkaline phosphatase activity. purified bovine IAP, CDP-star luminescence, 30 min. inhibition, % at 20 µM. 190,000 tested, under 10 active. AID 1019;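 active means over 50% inhibition of intestinal alkaline phosphatase at 20 µM in the single-dose screen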
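Assay system: bovine IAP enzyme; medium: DEA buffer 100 mM, pH 9.8, with MgCl2 1.0 mM, ZnCl2 0.02 mM; doses: 20 µM single dose; incubation: enzyme reaction for 30 min at room temperature; detection: CDP-star luminescence signal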
ROMK primary = modulates human ROMK potassium channel activity. P48048. Tet-inducible ROMK, thallium flux fluorescence; actives lie on both sides. B-score at 10 µM. 2% of 130,000 active;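 active means signal ratio slope over the read window, or its plate-corrected B-score, at least 3 SD from the plate mean, either direction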;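 further: B-score of the F/F0 ratio slope over 7 to 12 s after thallium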
Target sequence (P48048 whole entry, looked up): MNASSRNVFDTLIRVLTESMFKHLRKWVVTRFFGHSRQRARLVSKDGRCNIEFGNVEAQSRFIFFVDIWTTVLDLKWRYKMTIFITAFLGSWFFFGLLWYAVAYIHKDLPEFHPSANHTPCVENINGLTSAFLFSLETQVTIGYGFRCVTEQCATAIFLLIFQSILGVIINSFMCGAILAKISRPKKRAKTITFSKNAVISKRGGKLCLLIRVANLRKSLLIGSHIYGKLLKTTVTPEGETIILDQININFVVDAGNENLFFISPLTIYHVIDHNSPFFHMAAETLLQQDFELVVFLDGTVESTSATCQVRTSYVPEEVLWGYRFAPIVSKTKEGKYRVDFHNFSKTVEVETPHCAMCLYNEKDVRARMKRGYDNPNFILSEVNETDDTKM
STAT3 activator = STAT3 signaling activation; U3A cells, IL-6 STAT3-luciferase reporter, luminescence; 100% = signal with IL-6 EC80 alone; activation (% of control), % at 5.6 µM; 0.91% of 190,000 active;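 active means activation above the screen-wide mean of compound activation plus 3 SD, cut at about 130% in these data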;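 further: 0% = background luminescence of wells with medium and substrate only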
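system = STAT3-luciferase reporter U3A cells | reagent = IL-6 stimulus at 33 ng/mL final | timing = 1 h compound pre-exposure, 6 h IL-6 stimulation, 37 °C | measured by = luminescence | evaluation = % activation versus median of IL-6-stimulated wells | control set = IL-6-only wells as 100% reference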
TR-FRET SRC-2 ct = flags TR-FRET format artefacts in PPARgamma SRC-2 recruitment agonist screen | 0.4% of 200,000 active | TR-FRET ratio at 8 µM | AID 1049 | TR-FRET artefact counter-screen; active compounds read high; in the data active means TR-FRET ratio above about 2000; further: inactives centre near 1500
PPARg SRC-2 ag = agonists of SRC-2 recruitment by human PPARgamma; P37231; PPARgamma LBD-SRC-2 recruitment, biochemical; activation, % at 8 µM; 0.34% of 200,000 active; in the data active means activation above about 22%;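 further: 0% = vehicle and 100% = reference agonist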
bIAP activator = intestinal alkaline phosphatase (bovine) activation. purified bovine IAP, CDP-star luminescence, 30 min; active compounds read high; fold of DMSO-control signal, blank-subtracted. activation factor at 20 µM. 0.17% of 200,000 active;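 active means activation factor of 2 or more at 20 µM, a signal rise over negative controls twice the positive control's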
Numbers without * were called inactive; . = not tested or not shown.

SMILES	PPARg SRC1 recr	TNAP act hi DEA	PPARg SRC3 recr	STAT1 inh	STAT3 inh	bIAP inh	ROMK primary	STAT3 activator	TR-FRET SRC-2 ct	PPARg SRC-2 ag	bIAP activator
COC(=O)C1CCN(c2ccc(Cl)nn2)CC1	5.0	1.1	4.8	-7.0	-0.9	-2.9	-0.439	102.3	1604	5.5	1
Cc1ccsc1/C=N/NC(=O)Cc1cccn1C	5.7	1	-0.9	-6.1	8.0	8.0	-0.794	96.2	1388	3.4	0.9
COc1ccc(S(=O)(=O)Nc2c(F)cccc2F)cc1	2.9	1.1	4.6	-0.2	12.2	3.1	-0.00433	94.0	2118*	21.8*	1
COc1ccccc1/C=C/C(=O)OCC(=O)Nc1ccccc1Sc1ccccc1	1.7	1	2.6	0.1	5.6	31.7	0.221	102.7	1560	3.2	0.7
Cn1nc(N)nc1N1CCN(c2ccc(F)cc2)CC1	8.9	1	-3.0	5.4	7.2	-2.1	-0.334	95.8	1399	5.2	1
CC1(C)CC(NC(=O)c2ccccc2C(=O)NC2CC(C)(C)NC(C)(C)C2)CC(C)(C)N1	9.5	1	1.9	-2.2	-0.1	1.0	.	102.1	1667	2.9	1
CCN(CC)S(=O)(=O)c1ccc(Cl)c(NC(=O)COC(=O)/C=C/c2cc(OC)c(OC)c(OC)c2)c1	1.1	1	1.5	-5.0	8.7	15.6	-0.156	99.7	1467	11.4	0.8
COc1ccc(/C=N/NC(=O)CCn2c3ccccc3c3ccccc32)cc1O	8.2	1	-4.7	-3.8	-4.9	-4.6	.	113.6	1479	-6.3	1
CCCn1c(=S)[nH]c2cc(C(=O)NCC3CCCO3)ccc2c1=O (stereo unspecified)	-1.3	1.1	-0.2	6.0	-2.2	5.5	.	102.0	1551	4.7	0.9
CC(c1ccco1)N(C(=O)CSc1ccc(Br)cc1)c1ccccn1 (stereo unspecified)	7.9	1.1	5.0	7.0	5.8	1.3	-4.1*	96.7	1670	2.7	1
Cc1ccc(NC(=O)CN(c2ccccc2)S(=O)(=O)N(C)C)cc1	10.1	1	5.6	8.1	8.0	3.4	.	95.5	1759	10.0	1
O=C(NCCCN1CCN(c2ccccc2F)CC1)C1CC(=O)N(C2CCCC2)C1 (stereo unspecified)	3.1	1	0.0	2.0	20.6	-9.8	.	89.6	1702	-1.8	1.1
CC(Oc1ccc(Cl)cc1Cl)C(=O)Nc1ccc(O)cc1 (stereo unspecified)	7.8	1	6.1	4.2	25.2	-1.4	-0.385	84.8	1773	5.3	1
C=CCOC(=O)C1=C[C@H](C2CC2)[C@@H](CCCO)[C@H](OCC)O1	4.1	1.1	-2.9	6.9	.	-9.9	.	.	1366	2.1	1.1
Cc1ccc(-c2c(C)n([O-])c3c([n+]2=O)CCC3)o1	2.3	1	0.3	-2.4	8.4	0.5	.	101.3	1559	3.9	1
N#Cc1ccccc1OCC(=O)OCC(=O)c1ccc2c(c1)NC(=O)CO2	0.9	1.1	-4.2	2.2	-4.2	19.3	.	106.3	1599	1.3	0.8
O=[N+]([O-])c1ccccc1S(=O)(=O)N1CCCCC1	8.2	1	3.5	9.9	8.3	-24.3	-0.229	91.2	1644	1.8	1.2
Cc1ccc(SCC(=O)Nc2cccc(C(=O)NC(C)(C)C)c2)cc1	8.7	1.1	3.3	-1.5	17.8	3.9	.	93.3	1449	-0.3	1
O=C(CCC(=O)Nc1ccc(F)cc1)N/N=C/c1cc([N+](=O)[O-])ccc1O	8.7	1	-1.4	2.2	2.1	-7.8	-0.652	100.1	1762	5.0	1.1
COc1cc(SC)ccc1C(=O)Nc1c(Cl)cncc1Cl	8.1	1	3.2	-3.0	16.9	12.5	0.172	87.2	1586	2.0	0.9
Cn1nnnc1SCC(=O)N1CCN(c2ccccc2)CC1	-2.3	1	4.0	3.6	7.6	10.0	.	98.4	1595	15.0	0.9
COc1ccc(CNC(=O)CCSc2nc(-c3ccc4c(c3)OCO4)cc(C(F)(F)F)n2)cc1	6.0	1.1	1.4	3.3	6.9	14.7	.	95.1	1549	8.2	0.9
CC(=O)Nc1ccccc1C(=O)C(=O)Nc1cccc(F)c1	-3.4	.	-4.5	-21.4	10.4	.	.	94.7	1477	-2.9	.
O=C(NCCSCc1ccccc1)c1ccc(C2SCC(=O)N2Cc2ccccc2)cc1 (stereo unspecified)	3.2	1	4.3	0.8	2.7	10.4	-0.431	98.7	1527	7.7	0.9
Cc1cccc(Cc2nnc(CCC(=O)NCc3cnc4ccccn34)o2)c1	10.8	1.1	-3.3	3.8	-3.8	-9.8	-0.155	107.2	1775	-1.2	1.1
O=C(NCCN1CCOCC1)c1cc2sccc2n1Cc1ccc(Cl)cc1	-3.4	1	-2.6	7.1	4.5	-10.8	.	101.6	1416	-4.0	1.1
COc1ccc(C(c2nnnn2C2CCCC2)N2CCC(C(N)=O)CC2)c(OC)c1 (stereo unspecified)	8.3	1.1	-1.1	4.0	6.3	-14.3	.	100.2	1655	8.5	1.1
COc1cc(C)ccc1OCCOc1c(Cl)cc(Cl)cc1Cl	-1.6	1	-12.3	-5.6	8.9	2.5	.	102.1	1639	12.0	1
CCCn1c(SCC(=O)N2CCc3ccccc3C2)nc2c1c(=O)n(C)c(=O)n2C	1.7	1	1.3	15.4	1.6	0.4	.	103.9	1443	-2.5	1
CN(CC(=O)NC(=O)NCc1ccccc1)Cc1ccc(Cl)cc1	-4.5	1	3.5	-2.1	-21.5	4.9	.	113.6	1440	-1.6	1
Nc1c(NCCN2CCCCC2)c2ccccc2oc1=O	-10.1	1.1	-3.4	-8.3	-3.4	-1.3	-0.41	104.9	1408	-6.5	1
Cc1[nH]c2ccccc2c1C(O)c1ccncc1 (stereo unspecified)	7.5	1	0.3	6.8	-17.5	4.1	.	117.0	1616	9.9	1
OCc1csc(=Nc2ccccc2)n1-c1ccccc1	7.6	1.1	-16.8	-3.2	1.1	2.8	0	102.8	1551	-14.4	1
O=C(O)c1ccc(NS(=O)(=O)c2cc(Cl)ccc2Cl)cc1O	5.7	1	-4.3	-10.4	3.8	0.4	-0.0344	99.9	1657	8.2	1
COc1cccc(NC(=S)N(CCCN2CCOCC2)C(C)c2cc3cccc(OC)c3o2)c1 (stereo unspecified)	4.3	1	-4.5	10.0	9.7	-3.0	-0.417	93.2	1560	4.5	1
Cc1cc(O)cc(O)c1-c1onc(C(F)(F)F)c1-c1cscn1	-3.0	1	4.2	6.9	20.7	8.1	-0.958	86.2	1643	1.6	0.9
COC(=O)c1cccc(NC(=O)CN2CCN(c3ccc(OC)cc3)CC2)c1	-3.3	1.1	1.1	-5.2	-2.2	2.2	.	104.7	1641	-5.7	1
CN(c1ccccc1)S(=O)(=O)c1cc(C(=O)c2nccn2C)ccc1Cl	4.9	1	-6.4	-3.3	7.0	-0.4	.	96.2	1422	11.7	1
O=C(OCn1nnc2ccccc2c1=O)c1ccc(Br)o1	5.6	1	-0.3	1.9	-0.1	13.3	0.000281	103.3	1408	6.9	0.9
COc1ccc(-c2nnc(SCc3c(C)noc3C)o2)cc1	1.8	1	-5.9	-14.1	5.7	5.2	0.847	96.5	1660	-4.7	0.9
C#CC1(NC(=O)NC(C)C)CCCCC1	2.6	1.1	3.9	-2.5	0.8	11.0	1.55	100.4	1548	4.2	0.9
O=C(CN(C1CCCCC1)S(=O)(=O)c1ccc(Cl)cc1)N1CCOCC1	0.6	1.1	-2.6	-0.2	2.2	3.5	1.08	103.3	1251	-3.8	1
Cc1ccc(-c2nc3cc(NC(=O)C(C)C)ccc3o2)cc1C	-0.5	1	-9.2	-105.5	60.7*	-10.6	-1.65	50.4	1517	-4.1	1.1
CCc1ccc(NC(=S)Nc2cccc(OC)c2)cc1	5.8	1	3.9	-3.4	12.4	20.1	-1.09	94.9	1741	8.8	0.8
Cc1cccc2cc(CN(Cc3ccco3)C(=O)NC3CCCCC3)c(=O)[nH]c12	-2.1	1	5.3	11.3	20.4	-9.3	.	87.2	1652	7.2	1.1

Marked active in PPARg SRC-2 ag (from the list above):
| Structure | PPARg SRC1 recr | TNAP act hi DEA | PPARg SRC3 recr | STAT1 inh | bIAP inh | ROMK primary | STAT3 activator | PPARg SRC-2 ag | bIAP activator |
| --- | --- | --- | --- | --- | --- | --- | --- | --- | --- |
| COc1ccc(S(=O)(=O)Nc2c(F)cccc2F)cc1 | 2.9 | 1.1 | 4.6 | -0.2 | 3.1 | -0.00433 | 94.0 | 21.8* | 1 |

Next part.
SMILES	PPARg SRC1 recr	TNAP act hi DEA	PPARg SRC3 recr	STAT1 inh	STAT3 inh	bIAP inh	ROMK primary	STAT3 activator	TR-FRET SRC-2 ct	PPARg SRC-2 ag	bIAP activator
COCCCNC(=O)CCSc1ccc(C)cc1	4.7	1	3.1	3.9	0.4	5.5	0.104	103.8	1566	2.6	0.9
Nc1ccc(-c2ccc(N)c([N+](=O)[O-])c2)cc1[N+](=O)[O-]	0.8	0.9	4.9	-16.8	19.9	18.6	-0.183	86.9	1623	12.5	0.8
S=c1[nH]nc(COc2ccccc2)n1/N=C/c1cccnc1	9.5	1	3.6	-5.0	-1.5	16.3	0.582	100.4	1646	9.8	0.8
O=C(Nc1ccc2nccnc2c1)c1cnccn1	2.7	1.1	4.5	-14.5	1.4	20.0	-0.559	98.7	1610	1.4	0.8
Cc1ccc(C(NC(=O)C2CCCCC2)c2c(O)ccc3ccccc23)cc1 (stereo unspecified)	0.8	1	6.6	3.5	-12.8	-0.5	.	106.7	1500	2.4	1

Whole records, looked up by structure. Order of screens: PPARg SRC1 recr | TNAP act hi DEA | PPARg SRC3 recr | STAT1 inh | STAT3 inh | bIAP inh | ROMK primary | STAT3 activator | TR-FRET SRC-2 ct | PPARg SRC-2 ag | bIAP activator
C=CCOC(=O)C1=C[C@H](C2CC2)[C@@H](CCCO)[C@H](OCC)O1 as listed: 4.1 | 1.1 | -2.9 | 6.9 | . | -9.9 | . | . | 1366 | 2.1 | 1.1
S=c1[nH]nc(COc2ccccc2)n1/N=C/c1cccnc1 as listed: 9.5 | 1 | 3.6 | -5.0 | -1.5 | 16.3 | 0.582 | 100.4 | 1646 | 9.8 | 0.8
COc1ccc(-c2nnc(SCc3c(C)noc3C)o2)cc1 as listed: 1.8 | 1 | -5.9 | -14.1 | 5.7 | 5.2 | 0.847 | 96.5 | 1660 | -4.7 | 0.9
O=C(NCCN1CCOCC1)c1cc2sccc2n1Cc1ccc(Cl)cc1 as listed: -3.4 | 1 | -2.6 | 7.1 | 4.5 | -10.8 | . | 101.6 | 1416 | -4.0 | 1.1
COc1ccc(S(=O)(=O)Nc2c(F)cccc2F)cc1 as listed: 2.9 | 1.1 | 4.6 | -0.2 | 12.2 | 3.1 | -0.00433 | 94.0 | 2118* | 21.8* | 1

Compounds as they come. About 3.7% of those tested had a hit in this group.
